Screens from PubChem.
MrgX1 PAM: allosterically activates human MrgX1 receptor signaling | MrgX1-HEK293, Fluo-4 calcium flux, FDSS; hits give high values | actives 0.63% (n = 310,000) | B-score at 10 µM;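 active = plate-corrected calcium response at least 3 library SD above typical, normal starting fluorescence, not activating the receptor alone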;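 note: compound read alongside a low EC10 to EC30 dose of BAM8-22 agonist; peak minus trough fluorescence over baseline measured at the second addition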
TRPC4 PAM: allosteric potentiators of mouse TRPC4 channel. Q9QUQ5. HEK293 TRPC4beta/mu-opioid, DAMGO EC20, Fluo-4 Ca2+ flux; hits give high values. B-score at 10 µM. actives 0.42% (n = 310,000). AID 2227;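 active = B-score of calcium response area above 5 SD of library B-scores, with initial fluorescence ratio within 5 SD of library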;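 note: B-score of integrated fluorescence ratio over time as area under calcium response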
TRPC4 inh: TRPC4 (mouse) channel inhibition; Q9QUQ5; HEK293 TRPC4beta/mu-opioid, DAMGO-evoked Fluo4 calcium flux; hits give low values; B-score at 10 µM; actives 0.39% (n = 300,000); AID 2247;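 active = B-score over 3 SD under the library average, no early fluorescence shift, positive overall ratio signal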
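Material: HEK293 cells with stable TRPC4beta plus mu-opioid receptor expression; probe or stimulus: DAMGO in two steps, submaximal then maximal; technique: Fluo4 calcium fluorescence by kinetic imaging, 5 s 1 Hz baseline; measure: integrated fluorescence ratio relative to baseline, converted to per-well B score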
MrgX1 agonist: activates human MrgX1 receptor signaling; Q96LB2; MrgX1-HEK293 cells, Fluo-4 calcium fluorescence, agonist mode; hits give high values; B-score at 10 µM; actives 0.44% (n = 310,000); AID 588627;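 active = calcium response B-score plate-corrected fluorescence ratio at least 3 library SD, with starting fluorescence B-score inside 5 SD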
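Assay system: MrgX1-expressing HEK293 cells / Amount: fifteen thousand cells per well / Doses: test compound in the initial addition of three / Timing: cells plated overnight, dye loaded 0.5 h 37 °C, 0.5 h room temperature / Technique: kinetic calcium dye fluorescence, Fluo-4 NW / Control set: positive and negative controls per plate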
ANO1 activ: activates or potentiates the mouse TMEM16A chloride channel. HEK293 TMEM16A/YFP-H148Q/I152L, iodide quench fluorescence; hits give low values. B-score at 10 µM. actives 0.3% (n = 340,000);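 active = fluorescence-ratio B-score plate-corrected deviation score at least 3 library SD below zero, with starting fluorescence score within 5 deviations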;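 note: channel opened by trigger with iodide after compound preincubation; score built on the fluorescence ratio of max minus min over baseline; more negative score means more quench and so TMEM16A activation or potentiation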
Target sequence (Q8BHY3 whole entry, looked up): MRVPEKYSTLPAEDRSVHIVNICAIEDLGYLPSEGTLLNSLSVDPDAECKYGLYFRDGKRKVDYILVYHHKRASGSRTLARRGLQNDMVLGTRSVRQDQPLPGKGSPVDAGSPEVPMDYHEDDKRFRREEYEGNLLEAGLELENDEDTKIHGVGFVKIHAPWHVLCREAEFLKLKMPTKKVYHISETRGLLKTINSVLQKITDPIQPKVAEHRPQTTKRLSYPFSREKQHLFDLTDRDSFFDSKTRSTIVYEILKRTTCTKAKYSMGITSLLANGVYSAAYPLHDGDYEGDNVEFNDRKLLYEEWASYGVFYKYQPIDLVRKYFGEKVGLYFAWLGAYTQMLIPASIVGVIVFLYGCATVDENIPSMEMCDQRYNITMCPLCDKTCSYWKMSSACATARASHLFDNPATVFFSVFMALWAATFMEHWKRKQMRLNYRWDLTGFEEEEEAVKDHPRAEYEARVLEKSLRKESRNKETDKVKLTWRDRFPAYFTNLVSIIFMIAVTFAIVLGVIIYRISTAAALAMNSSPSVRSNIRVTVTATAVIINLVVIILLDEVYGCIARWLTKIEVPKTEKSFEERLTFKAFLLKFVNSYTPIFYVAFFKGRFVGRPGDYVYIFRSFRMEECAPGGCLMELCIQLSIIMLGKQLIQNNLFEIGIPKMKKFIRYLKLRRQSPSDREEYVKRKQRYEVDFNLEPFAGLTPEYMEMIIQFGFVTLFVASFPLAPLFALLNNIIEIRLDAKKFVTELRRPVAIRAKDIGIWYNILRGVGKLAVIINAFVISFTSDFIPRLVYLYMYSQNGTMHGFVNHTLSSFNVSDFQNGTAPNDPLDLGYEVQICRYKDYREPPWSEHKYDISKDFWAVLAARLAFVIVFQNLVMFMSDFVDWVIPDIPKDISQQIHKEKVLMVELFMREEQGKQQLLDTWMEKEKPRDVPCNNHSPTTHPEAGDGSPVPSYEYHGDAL
MrgX1 antag: antagonists of human MrgX1 receptor; Q96LB2; MRGX1-HEK293 calcium flux, Fluo-4, BAM8-22 antagonism; hits give low values; B-score at 10 µM; actives 1.3% (n = 310,000); AID 588676;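 active = calcium-response B-score plate-corrected more than 3 library SD below zero, starting fluorescence within 5 deviations, no agonist response on first addition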;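 note: peak minus trough fluorescence over baseline after final BAM8-22 challenge near maximal dose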
TRPC6 activator: activates the mouse TRPC6 cation channel. HEK293-TRPC6 membrane potential dye fluorescence; hits give high values. B-score at 10 µM. Q61143. actives 0.13% (n = 310,000);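 active = B-score of the integrated fluorescence ratio above library mean plus 3 SD, and starting fluorescence ratio within library mean plus 5 SD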;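 note: higher score means more depolarization so channel activation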
TRPC4 agonist: activators of mouse TRPC4 channel. AID 2237. B-score at 10 µM. HEK293 TRPC4beta/mu-opioid, Fluo4 calcium fluorescence; hits give high values. actives 0.49% (n = 310,000). Q9QUQ5;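 active = B-score above 5 SD of library B-scores, and initial fluorescence ratio not above library mean plus 5 SD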;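 note: positive B-score marks a calcium rise read as TRPC4 activation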
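Test system: HEK293 cells stably co-expressing mouse TRPC4beta and mu-opioid receptor | Schedule: Fluo4 dye loading 45 min at room temperature, 110 s recording | Measured by: Kinetic Fluo4 calcium fluorescence, 5 s baseline at 1 Hz | Evaluation: B score of integrated ratio | Controls: Buffer (low) and maximal DAMGO (high)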
TMEM16A inh: mouse TMEM16A channel inhibition, primary screen; AID 588511; normalized B-score (activity score, 25-100; higher = stronger inhibition) at 10 µM; actives 1.2% (n = 310,000); HEK293 TMEM16A/YFP iodide influx fluorescence, ionomycin; Q8BHY3;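 active = ratio plate-corrected score three or more library SD toward inhibition, starting fluorescence score within five deviations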;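 note: score derived from kinetic fluorescence span divided by baseline fluorescence per well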
SKKanGAS inh: inhibitors of SKKanGAS S. pyogenes growth in kanamycin (SK-promoter or general growth effect); BacTiter-Glo, 6 h; inhibition, % at 7.5 µM; actives 1.3% (n = 300,000);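 active = mean replicate score, as percent of positive control median, at least 50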;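 note: strain carries kanamycin resistance gene driven by streptokinase promoter and grows in 40 µg/ml kanamycin; loss of luminescence reflects streptokinase promoter inhibition or plain growth inhibition; 0% = median of DMSO wells and 100% = positive control at its reference dose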
TRPC6 inhibitor: inhibitors of mouse TRPC6 channel. B-score at 10 µM. AID 2553. HEK293-TRPC6, membrane potential dye, ACh-evoked depolarization; hits give low values. Q61143. actives 1.1% (n = 310,000);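 active = B-score under library mean minus 3 SD, initial fluorescence not abnormally high, positive integrated signal ratio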;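 note: B-score derived from integrated fluorescence ratio over the kinetic read; more negative B-score means stronger inhibition of depolarization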
* hit, by the source's call; i = inactive; / = no result given.

Second line of a record – SKKanGAS inh	TRPC6 inhibitor	TMEM16A inh	MrgX1 PAM	TRPC4 agonist	MrgX1 agonist	MrgX1 antag	TRPC4 PAM	TRPC4 inh	TRPC6 activator	ANO1 activ
CC(=O)OCC1=C(C(=O)O)N2C(=O)C(NC(=O)C(C)Cn3cc(Cl)cn3)C2SC1 (stereo not given)
 : 115*	i	i	i	i	i	i	i	i	i	i
CSCCC(NC(=O)c1ccccc1)C(=O)NNC(=O)c1csc(N2CCOCC2)n1 (stereo not given)
 : 2	i	i	i	i	i	i	i	i	i	i
C[C@@H]1CN=C2N(CCNC(=O)CCC3CCCCC3)[C@H](Cc3ccc(O)cc3)CN21
 : 4	i	i	i	i	i	i	i	i	i	i
O=C(Cn1cnc2scc(-c3cccc([N+](=O)[O-])c3)c2c1=O)NCc1ccco1
 : 6	i	i	i	i	i	i	i	i	i	i
CC(=O)N1CCc2cc(C(=O)CN3CCCN(Cc4ccc(F)cc4)C3)ccc21
 : -3	i	i	i	i	i	i	i	i	i	/
CCC(C)NC(=O)C1CCN(S(=O)(=O)c2cccs2)CC1 (stereo not given)
 : 1	i	i	i	i	i	i	i	i	i	i
CC(CCc1ccccc1)NC(=O)CN(C)Cc1ccccc1F (stereo not given)
 : 4	i	i	i	i	i	i	i	i	i	i
Cc1ccc(C)c(S(=O)(=O)Nc2ccc(O)c(Sc3ncn[nH]3)c2)c1
 : 5	i	i	i	i	i	i	i	i	i	i
CC(C)CNC(=O)NC(=O)COC(=O)c1cc(F)cc(F)c1
 : 6	i	i	i	i	i	i	i	i	i	i
O=S(=O)(/N=C(/Nc1ccccn1)c1ccccc1)c1ccc(Cl)cc1
 : -9	i	i	i	i	i	i	i	i	i	i
COc1cccc(NC(=O)Cn2cc3c(n2)CCCCC3)c1
 : -3	i	i	i	i	i	i	i	i	i	i
CC(=O)c1ccc(NC(=O)N2CCN(c3cccc(Cl)c3)CC2)cc1
 : 2	i	i	i	i	i	i	i	i	i	i
COc1ccc(CNC(=O)NC(C)(C)c2cccc(C(C)(C)NC(=O)NCc3ccc(OC)cc3)c2)cc1
 : -8	i	i	i	i	i	i	i	i	i	i
CCCCNS(=O)(=O)c1ccc2c(c1)oc(=O)n2CC(=O)OCC
 : -3	i	i	i	/	i	i	/	/	i	i
c1ccc(-n2c(SCc3nc(-c4cccs4)no3)nnc2-c2ccco2)cc1
 : -2	i	i	i	i	i	i	i	i	i	i
COc1ccc(NC(=S)N(CCN2CCOCC2)Cc2ccccc2F)cc1
 : /	i	i	i	i	i	i	i	i	i	i
CC1=Nc2cc(C(=O)N3CCCC3)ccc2Sc2c(C)ccc(C)c21
 : -4	i	i	i	i	i	i	i	i	i	i
O=C(COc1ccc(-c2nnco2)cc1)NCc1ccccc1Cl
 : 3	i	i	i	i	i	i	i	i	i	i
COc1ccc(NC(=S)Nc2ccc3cn[nH]c3c2)cc1
 : 1	i	i	i	i	i	i	i	i	i	i
COc1ccc(Cc2nc3ccc(C(=O)N(C)CCO)cc3o2)cc1
 : 0	i	i	i	i	i	i	i	i	i	i
O=[N+]([O-])c1cccc(-c2noc(-c3cccs3)n2)c1
 : 26	i	i	i	i	i	i	i	i	i	i
COc1ccc(C2(O)CCN(CC(=O)Nc3nc(-c4ccccc4)cs3)CC2)cc1
 : 2	i	25*	i	i	i	i	i	i	i	i
Nc1ncc(Br)cc1S(=O)(=O)NCCC(=O)NC1CCCCC1
 : -12	i	i	i	i	i	i	i	i	i	i
COc1ccc(CNC(=O)CN(Cc2ccco2)C(=O)CCC(=O)Nc2ccccn2)cc1
 : -8	i	i	i	i	i	i	i	i	i	i
NC1=NC(=O)/C(=C\c2cccs2)S1
 : 6	i	i	i	i	i	i	i	i	i	i
O=C(Nc1cccc(NC(=O)c2nccc3ccccc23)c1)c1ccco1
 : /	/	i	i	/	i	i	/	/	/	i
Nn1c(Nc2ccccc2)nc2sc3c(c2c1=O)CCC3
 : 8	i	/	/	i	/	/	i	i	i	i
CCN1CCCC1CNC(=O)CCNC(=O)c1cc(OC)c(OC)c(OC)c1 (stereo not given)
 : -1	i	i	i	i	i	-6.5*	i	i	i	i
CN1C(=O)C(CC(=O)NCCc2ccccc2)N(NC(=O)c2ccc(Cl)cc2)C1=S (stereo not given)
 : -5	i	i	i	i	i	i	i	i	i	i
CN(CC(=O)NC(=O)NC(C)(C)C)CC(=O)Nc1ccccc1Cl
 : 12	i	i	i	i	i	i	i	i	i	i

Second line of a record – SKKanGAS inh	TRPC6 inhibitor	TMEM16A inh	MrgX1 PAM	TRPC4 agonist	MrgX1 agonist	MrgX1 antag	TRPC4 PAM	TRPC4 inh	TRPC6 activator	ANO1 activ
COc1ccc2cc(OCC(=O)NNC(=O)Nc3ccc(OC)c(OC)c3)ccc2c1
 : 1	i	i	i	i	i	i	i	i	i	i
Cc1cc(=O)n(CCCO)c(O)c1C#N
 : -3	i	i	i	i	i	i	i	i	i	i
CC1(C)CC(N2CN(C3CCCCC3)CC2=O)CC(C)(C)N1
 : 1	i	i	i	i	i	i	i	i	i	i
CN(C)c1nnnn1-c1ccc(Oc2ccccc2)cc1
 : -9	i	i	i	i	i	i	i	i	i	i
CCn1cc(C(=O)O)c(=O)c2cc(F)c(N3CCN(C(=S)NC(=O)c4ccccc4C)CC3)cc21
 : 20	i	i	i	i	i	i	i	i	i	i
Cc1ccc(CNC(=O)CCn2ccc3cc(S(=O)(=O)N4CCCC4)ccc32)cc1
 : 4	i	i	i	i	i	i	i	i	i	i
Cc1cc2c(=O)n(CC(=O)N3CCN(c4ccccc4)CC3)cnc2s1
 : /	/	i	i	/	i	i	/	/	/	i
COc1ccccc1-c1nnc(SCC(=O)Nc2ccc3[nH]c(=O)[nH]c3c2)n1N
 : -3	i	i	i	i	i	i	i	i	i	i
O=[N+]([O-])c1cc(/C=N/Nc2nc(N3CCCCC3)nc(N3CCCCC3)n2)ccc1O
 : 3	i	i	i	i	i	i	i	i	i	i
O=C(/C=C/c1ccc(S(=O)(=O)N2CCOCC2)cc1)N(CCO)Cc1ccccc1
 : -4	i	i	i	i	i	i	i	i	i	i
COc1ccc(-c2cc(C(F)(F)F)nc(NCc3ccco3)n2)cc1OC
 : -3	i	i	i	i	i	i	i	i	i	i
COc1ccc(COC(=O)Oc2ccc(CNC(C)=O)cc2OC)c([N+](=O)[O-])c1
 : -1	i	i	i	i	i	i	i	i	i	i
CC1(C)Cc2c(C#N)c(N)n(-c3ccccc3)c(=O)c2CO1
 : 1	i	i	i	i	i	-13*	i	i	i	i
Cc1sc(NC(=S)NC(=O)c2ccc(C(C)(C)C)cc2)c(C#N)c1C
 : 5	i	i	i	i	i	i	i	i	i	i
CC(C)(O)[C@H]1Cc2cc3ccc(=O)oc3cc2O1
 : -4	i	i	i	i	i	i	i	i	i	i
COc1ccc(NC(=O)C2CCC(C)(C(=O)O)C2(C)C)cc1 (stereo not given)
 : -2	i	i	i	i	i	i	i	i	i	i
C[C@H]1CN=C(Nc2ccccc2)N1CCc1ccc(F)cc1
 : /	/	i	i	/	i	i	/	/	/	i
COc1c(Cl)cc(Cl)cc1CNCCNCCO
 : 16	i	i	i	i	i	i	11*	i	i	i
CCC(C)c1nc2c(c(N3CCC3=O)c1-c1ccccc1)CCCC2 (stereo not given)
 : -2	i	i	i	i	i	i	i	i	i	i
Cc1ccc(-c2cc(C(=O)Nc3cnn(C45CC6CC(CC(C6)C4)C5)c3)no2)cc1
 : 4	i	i	i	i	i	i	i	i	i	i
Cc1nc(C)c(C(=O)Nc2ccccc2-c2ccccc2)o1
 : 3	i	i	i	i	i	i	i	i	i	i
CC(C)(C)c1cc2cccnc2n1Cc1cccc(Cl)c1
 : 8	i	i	i	i	i	i	i	i	i	i
COc1cc(C(=O)NCC(c2cccs2)N2CCOCC2)c([N+](=O)[O-])cc1OC (stereo not given)
 : -2	i	i	i	i	i	i	i	i	i	i
Cc1ccc(NC(Cc2cc(C)no2)c2ccccc2)cc1 (stereo not given)
 : 1	i	i	i	i	i	i	i	i	i	i
CCOC(=O)c1c(NC(=O)CN2CCCc3ccccc32)sc(C)c1CC
 : 34	i	i	i	i	i	i	i	i	i	i
CCCc1cc(=O)oc2cc(OCC(=O)NCCc3ccc(S(N)(=O)=O)cc3)ccc12
 : -8	i	i	i	i	i	i	i	i	i	i
COc1ccc(/C=C/C(=O)N2CCCC2)cc1OC
 : -4	i	i	i	i	i	i	i	i	i	i
O=C(Nc1ccncc1)c1ccc2ccccc2c1
 : -5	i	i	i	i	i	i	i	i	i	i
COC(=O)C1=C(C)N(CCc2ccc(OC)c(OC)c2)C(=O)C1
 : 0	i	i	i	i	i	i	i	i	i	i
COc1ccc(C(=O)NC(C)c2nc3ccccc3n2C)cc1OC (stereo not given)
 : 4	i	i	i	i	i	i	i	i	i	i

Second line of a record – SKKanGAS inh	TRPC6 inhibitor	TMEM16A inh	MrgX1 PAM	TRPC4 agonist	MrgX1 agonist	MrgX1 antag	TRPC4 PAM	TRPC4 inh	TRPC6 activator	ANO1 activ
O=C(NCc1ccccc1Cl)c1ccc[nH]1
 : 3	i	i	i	i	i	i	i	i	i	i
CCCNS(=O)(=O)c1ccc(Oc2ncc(C(F)(F)F)cc2Cl)cc1
 : 2	i	i	i	i	i	i	i	i	i	i
Cc1ccc(C(=O)NCCCN2CCOCC2)o1
 : 5	i	i	i	i	i	i	i	i	i	i
CN(C)S(=O)(=O)c1ccc(C(=O)N2CCN=C2SCc2ccccc2)cc1
 : 5	i	i	i	i	i	i	i	i	i	i

For reference, part of the list above.
Second line of a record – SKKanGAS inh	TRPC6 inhibitor	TMEM16A inh	MrgX1 PAM	TRPC4 agonist	MrgX1 agonist	MrgX1 antag	TRPC4 PAM	TRPC4 inh	TRPC6 activator	ANO1 activ
COc1ccc(C(=O)NC(C)c2nc3ccccc3n2C)cc1OC (stereo not given)
 : 4	i	i	i	i	i	i	i	i	i	i
O=C(NCc1ccccc1Cl)c1ccc[nH]1
 : 3	i	i	i	i	i	i	i	i	i	i
